Screens deposited in PubChem by several laboratories.
NOD2 inhibition = NOD2 signaling inhibitors, cell-based, luminescence, uHTS, HEK293 (AID 1566); HEK293 NOD2/NF-kB luciferase reporter, luminescence; higher % means a stronger effect; inhibition, % at 4 µM; hits with a dose series show EC50 in µM; actives 0.63% (n = 290,000); in the data active = inhibition above about 50%; note: many of its hits are not listed in these tables
MT stabilizer = microtubule stabilizers in HeLa cells, primary screen, imaging, high-content imaging | HeLa tubulin immunostaining HCS, 24 h; share of cells brighter than vehicle mean+2SD | % tubulin-high responders, % at 10 µM | actives 0.83% (n = 200,000) | AID 2205, 2009;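 active = plate Z-score above 3 for both tubulin-high and condensed-nucleus cell shares, with cell loss under 80%, at 10 µM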;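 note: anti alpha tubulin signal scored within the nucleus-defined area of each cell; some results filed as inactive read as strong as hits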
bCat nuc transl = modulators of beta-catenin nuclear translocation, primary screen, imaging, HeLa cells, immunofluorescence, high-content | actives 0.3% (n = 190,000) | nuclear translocation activity, % at 5 µM;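 active = nuclear translocation activity above 50% at 5 µM, with a well cell count of 50 or more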;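 note: per-cell ratio of nuclear to cytoplasmic median beta-catenin stain intensity; plate controls were DMSO negative control for no effect and GSK-3 inhibitor IX positive control for full effect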
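Read-out: Nuclear/cytoplasmic beta-catenin signal ratio, % activation | Assay system: Human HeLa cell line | Times: 24 h compound exposure at 37°C, 5% CO2 | Signal: Fluorescence imaging of beta-catenin antibody stain plus DAPI | Dosing: 5 µM primary, 0.02–20 µM confirmation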
NOD1 inhibition = NOD1 signaling inhibitors, primary screen, cell-based, luminescence, uHTS (AID 1578). NOD1-driven NF-kB luciferase reporter cells, luminescence; higher % means a stronger effect. one-dose inhibition, % at 4 µM; EC50 in µM for titrated hits. actives 1% (n = 290,000); in the data active = inhibition mostly above about 36%, no sharp cut-off; inactive = mostly below about 34%;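 note: HEK-293T reporter cells stimulated with the NOD1 agonist gamma-tri-DAP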
Autophagy mod = autophagy modulators in MEF cells, primary screen, imaging, high-content, MEF GFP-LC3. AID 463193, 2010. calls only at 10 µM (by protocol). MEF GFP-LC3 puncta imaging; test concentration mostly 10 µM. actives 0.98% (n = 190,000);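 active = percentage of spot-positive cells more than 3 SD above its plate mean, without a fluorescence outlier flag or 80% toxicity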;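 note: spot-positive cell cutoff set from DMSO-treated cells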
P. falciparum M17LAP = P. falciparum M17LAP inhibitors, primary screen, biochemical, fluorogenic H-Leu-NHMec substrate, 1536-well (AID 1619); Leucine aminopeptidase (Plasmodium falciparum (isolate 3D7)); recombinant M17LAP, H-Leu-NHMec fluorogenic kinetic assay; higher % means a stronger effect; inhibition, % at 30 µM, or IC50 in µM where a hit was titrated; actives 0.38% (n = 220,000);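 active = compound inhibiting the enzyme by more than half at any dose during confirmatory dose-response retesting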;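 note: plate controls were full reaction with DMSO carrier for no effect and no enzyme background for full effect; strong numbers were not always called active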
Dynein cargo inh = inhibitors of GR-EGFP nuclear translocation, primary screen, dynein cargo transport inhibitor project, imaging, high-content, 3617.4 mouse cells. z-score, hits read low. test concentration mostly 20 µM; stimulated with dexamethasone, 1 µM; stronger effect = lower value. AID 1381, 2008. actives 0.47% (n = 220,000);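 active = plate z-score of nuclear minus cytoplasmic receptor signal below a set negative limit, without overly bright fluorescence or cell loss, cut at about -3.5 in these data, passing the limit was not always enough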;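 note: z-score of nuclear minus cytoplasmic ring GR-EGFP intensity difference per well; some compounds called inactive have numbers as strong as hits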
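Buffer or medium: tet-free, stripped-serum medium; reagent: dexamethasone at 1.0 µM final, 30 min; incubation: 48 h induction, 1 h compound, 30 min dex at 37 °C; measured by: formaldehyde fixation, Hoechst nuclear stain, 10x automated fluorescence imaging; read-out: nuclear-to-cytoplasmic GR-EGFP distribution per well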
Insulin prom up = insulin promoter activators in MIN6 cells, imaging, high-content screening, mouse beta cells; z-score at 5 µM; actives 0.3% (n = 190,000); MIN6 insulin promoter-GFP reporter; stronger effect = higher value;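 active = z-score above 3 at 5 µM with at least 500 cells counted in the well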
Yfh1-off respiration = enhancers of respiration in Yfh1-depleted yeast, dose response, Friedreich's ataxia, plus single-dose screen (AID 1465); S. cerevisiae Yfh1-off respiration, WST-1 reduction, 72 h; higher fold induction means a stronger effect; one-dose fold induction at 50 µM; EC50 in µM for titrated hits; actives 0.074% (n = 220,000);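 active = fold induction of absorbance versus untreated yeast above a set limit, then at least 30% activation at any dose in follow-up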;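 note: activators that raise dye reduction in frataxin-depleted yeast; strong numbers were not always called active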
Dynein cargo inh cytoplasmic EGFP = recorded beside Dynein cargo inh, whose call it bears; z-score; measured here: cytoplasmic GR-EGFP intensity; stronger effect = higher value
Dynein cargo inh nuclear GR-EGFP = recorded beside Dynein cargo inh, whose call it bears; z-score; measured here: nuclear GR-EGFP intensity;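 lower value marks the stronger effect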
Dynein cargo inh cell count = also measured in Dynein cargo inh; calls as there; z-score; measured here: cell count per field
Insulin prom up cell count = further read-out of Insulin prom up, marked with its call; cell count; measured here: cytotoxicity, nuclei count;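 total cells summed across four imaged fields per well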
bCat nuc transl cell count 5 µM = also measured in bCat nuc transl; calls as there; cell count; measured here: cell count, cytotoxicity flag
MT stabilizer Hoechst-high % = recorded beside MT stabilizer, whose call it bears; % Hoechst-high responders; measured here: nuclear condensation Hoechst responders;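 share of cells brighter than vehicle mean plus two SD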
MT stabilizer cytotoxicity % = recorded beside MT stabilizer, whose call it bears; toxicity, %; measured here: cytotoxicity by cell density;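 0% = mean cell density of plate MIN control wells and 100% = no cells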
Autophagy mod cell loss 18 h = also measured in Autophagy mod; calls as there; toxicity, %; measured here: cell loss, nuclei count;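 cell loss after 18 h compound exposure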
Starred values were filed as active, the others as inactive; i = inactive; x = no result given. The list is partial (hit frequency here may not be typical).

structure,NOD2 inhibition,MT stabilizer,MT stabilizer Hoechst-high %,MT stabilizer cytotoxicity %,bCat nuc transl,bCat nuc transl cell count 5 µM,NOD1 inhibition,Autophagy mod,Autophagy mod cell loss 18 h,P. falciparum M17LAP,Dynein cargo inh,Dynein cargo inh cytoplasmic EGFP,Dynein cargo inh nuclear GR-EGFP,Dynein cargo inh cell count,Insulin prom up,Insulin prom up cell count,Yfh1-off respiration
COC(=O)c1c(NC(=S)NC(=O)c2ccco2)sc2c1CCCC2,12%,3.0,2.1,6.1,0.5,1106,-20%,i,0,-9%,0.35,-0.26,0.38,0.062,-0.26,1361,i
COC(=O)c1ccc(C2/C(=C(/O)c3ccc(OC(C)C)cc3)C(=O)C(=O)N2c2cc(C)on2)cc1 (stereo not given),5%,2.0,1.6,17,0.3,1169,4%,i,3,33%,0.23,-0.23,0.38,0.24,-0.18,1246,i
COc1ccc([N+](=O)[O-])cc1N(CC(=O)NCCSc1ccc(C)cc1)S(C)(=O)=O,16%,3.5,2.5,3.0,0.2,951,-18%,i,20,-6%,0.33,-0.15,0.35,-1.3,-0.56,1501,i
CCOc1cc(/C=C2\SC(=S)N(C(C(=O)O)c3ccccc3)C2=O)ccc1O (stereo not given),-4%,x,x,x,-2.9,1053,-9%,x,x,46µM*,0.32,-0.18,-0.039,0.057,x,x,i
CCc1nnc(NC(=O)c2c(OC)cccc2OC)s1,11%,1.5,1.6,2.9,-0.9,1078,7%,i,-2,31%,0.74,-0.2,0.69,-0.71,x,x,i
O=C(Cn1c(-c2ccccn2)nc2ccccc21)N/N=C/c1cccnc1,12%,x,x,x,0.6,1297,3%,x,x,x,1.7,-0.25,1.4,-0.56,-0.26,954,x
Cc1cc(C)c(NC2=CC(=O)CC(C)(C)C2)c(C#N)c1,-18%,4.2,2.1,3.5,-8.5,712,4%,i,-26,8%,-0.65,0.01,-0.48,0.31,0.83,1190,i
CCOC(=O)c1ccc(NC(=S)N(Cc2cccnc2)Cc2ccco2)cc1,-2%,2.7,2.5,4.8,-0.8,1079,12%,i,-10,11%,0.081,0.0067,-0.24,-1.8,-0.33,1056,i
O=C(Nc1ccc2c(c1)OCO2)C1CCN(C(=O)c2ccc([N+](=O)[O-])cc2)CC1,11%,2.2,2.5,6.2,-0.1,1417,-29%,i,-1,-10%,-0.79,-0.25,-0.8,0.97,0.39,1415,i
COCc1cc(C)nc2sc(C(=O)Nc3nccs3)c(N)c12,-22%,7.0,3.1,7.5,x,x,-25%,i,3,-4%,-1.2,-0.24,-0.61,0.45,0.47,1004,i
COc1ccc(Cn2c(-c3ccc(OC)c(O)c3)nc3ccccc32)cc1O,-1%,5.4,3.2,5.1,0.6,1511,-6%,i,3,11%,-0.66,-0.17,-0.5,-0.58,-0.29,921,i
O=C(COC(=O)c1cnccn1)NCc1ccccc1,-8%,2.6,2.1,0.1,-3.6,1426,-20%,i,0,-8%,-0.7,-0.23,-1,0.51,1.4,1680,i
Nc1ccccc1OCCOCCOc1ccccc1N,-2%,2.0,1.6,7.1,-0.6,1406,x,i,4,-10%,-0.17,-0.18,-0.096,0.63,0.9,1397,i
Cc1cc(C)c(C(N)=O)c(SCC(=O)c2cc(C)c(C)cc2C)n1,20%,4.7,2.9,7.4,-1.6,1115,-8%,i,-1,0%,-0.87,-0.22,-0.57,0.36,0.26,1515,i
Clc1cccc(C2CCN(Cc3nc(COc4ccccc4)no3)C2)c1 (stereo not given),10%,1.3,0.9,3.8,1.4,1053,-26%,i,10,4%,-0.58,-0.21,-0.14,0.53,1.3,1504,i

Pulled by compound from the entries so far, two records:
structure,NOD2 inhibition,MT stabilizer,MT stabilizer Hoechst-high %,MT stabilizer cytotoxicity %,bCat nuc transl,bCat nuc transl cell count 5 µM,NOD1 inhibition,Autophagy mod,Autophagy mod cell loss 18 h,P. falciparum M17LAP,Dynein cargo inh,Dynein cargo inh cytoplasmic EGFP,Dynein cargo inh nuclear GR-EGFP,Dynein cargo inh cell count,Insulin prom up,Insulin prom up cell count,Yfh1-off respiration
COc1ccc(Cn2c(-c3ccc(OC)c(O)c3)nc3ccccc32)cc1O,-1%,5.4,3.2,5.1,0.6,1511,-6%,i,3,11%,-0.66,-0.17,-0.5,-0.58,-0.29,921,i
O=C(COC(=O)c1cnccn1)NCc1ccccc1,-8%,2.6,2.1,0.1,-3.6,1426,-20%,i,0,-8%,-0.7,-0.23,-1,0.51,1.4,1680,i

Next section
structure,NOD2 inhibition,MT stabilizer,MT stabilizer Hoechst-high %,MT stabilizer cytotoxicity %,bCat nuc transl,bCat nuc transl cell count 5 µM,NOD1 inhibition,Autophagy mod,Autophagy mod cell loss 18 h,P. falciparum M17LAP,Dynein cargo inh,Dynein cargo inh cytoplasmic EGFP,Dynein cargo inh nuclear GR-EGFP,Dynein cargo inh cell count,Insulin prom up,Insulin prom up cell count,Yfh1-off respiration
O=C(NCc1cccnc1)c1ccc(-c2cccc(Cl)c2Cl)o1,13%,2.6,2.4,6.1,0.3,1460,41%*,i,-1,x,0.54,-0.12,0.95,-0.63,0.1,1437,i
COc1ccc(CNC(=O)CN=C2NC(=O)C(c3ccccc3)(c3ccccc3)N2)cc1,-13%,2.8,1.9,3.1,1.5,513,-27%,i,8,-9%,-0.62,-0.2,-0.58,0.61,0.2,1194,i
CCO/N=C/c1ccc(OC)c(Oc2nc(OC)cc(OC)n2)c1,4%,5.9,3.2,4.4,1.3,1054,-24%,i,9,-3%,0.31,-0.18,0.24,0.15,-0.26,1208,i
c1cncc(CNC2CCCc3ccccc32)c1 (stereo not given),6%,2.6,2.6,5.7,1.9,1160,-8%,i,-16,12%,-0.42,-0.2,-0.11,0.27,0.05,1045,i
c1ccc(-n2cc(CN3CCC(N4CCOCC4)CC3)c(-c3ccc4c(c3)OCO4)n2)cc1,-1%,5.2,1.3,0.9,-1.8,977,-20%,i,15,1%,-0.51,-0.15,-0.15,0.085,0.02,1420,i
COc1ccc(-c2[nH]ncc2CNCCn2cccn2)c(F)c1,11%,1.0,1.2,2.4,-0.1,1006,-21%,i,6,0%,-0.79,-0.28,-0.26,0.4,-0.29,1330,i
COc1cc(C(=O)Nc2cccc(S(=O)(=O)N3CCCC3)c2)cc(OC)c1C,27%,x,x,x,1.0,1478,-6%,x,x,-6%,0.34,-0.24,0.095,0.34,-0.16,1153,i
COc1cccc(S(=O)(=O)Nc2ccc(C(=O)NCc3ccco3)cc2)c1,0%,2.7,2.3,12,-1.0,1074,8%,i,-1,2%,0.1,-0.12,-0.61,-0.53,1.2,1628,i
O=C(Cn1cc2c(n1)CCCC2)NC1CCN(Cc2ccccc2)CC1,4%,2.0,4.6,10,x,x,-14%,i,-1,2%,0.79,-0.1,0.7,-1,0.87,976,i
COc1cc2[nH]c(=O)n(CCCCCC(=O)NCCCN3CCC(C)CC3)c(=O)c2cc1OC,21%,21,18,98,0.2,1233,-28%,i,-15,-7%,0.64,-0.21,0.81,0.041,x,x,i
O=C(CCCCl)NC(=S)Nc1ccc(N2CCOCC2)cc1,-82%,x,x,x,-0.8,1357,-18%,x,x,4%,-1,-0.25,-0.66,0.021,0.59,1174,i
Nc1nnnn1/N=C/c1ccc(O)cc1,7%,2.6,0.7,9.7,-18,1251,-8%,i,-2,1%,0.23,0.52,0.085,-0.099,x,x,i
CCN1CCN(c2ccc(NC(=O)c3cccnc3)cc2Cl)CC1,12%,3.2,1.0,1.8,-0.4,1139,1%,i,16,0%,0.75,-0.15,1.3,-0.18,0.96,1452,i
COc1ccccc1/C=C(/C(=O)OCC(=O)Nc1ccc(N(C)C)cc1)c1ccccc1,-25%,1.0,2.0,8.5,-5.8,622,-5%,i,-10,7%,0.14,-0.21,0.34,-0.81,-0.06,1397,i
CN(C(=O)COc1ccc(Cl)cc1Cl)c1nnc(C23CC4CC(CC(C4)C2)C3)s1,-7%,3.0,3.2,14,-0.5,555,-34%,i,-10,-3%,-0.052,-0.22,0.88,-0.64,0.01,1429,i
O=C(CC(c1ccccc1)c1ccccc1)N1CCN(c2ccccn2)CC1,-6%,4.4,2.4,0.5,0.7,1551,1%,i,-18,-3%,-0.43,0.15,-0.047,1,-0.8,1645,i
O=C(CN1CCC(n2nnc3cc(C(F)(F)F)ccc32)CC1)Nc1ccc2c(c1)OCCO2,1%,1.8,1.1,4.5,1.1,802,32%,i,-5,-6%,0.92,-0.19,0.11,-0.051,-1.4,1039,i
S=C(NCC1CCCO1)Nc1ccc(Nc2ccccc2)cc1 (stereo not given),12%,5.3,1.0,9.3,-0.9,1696,-1%,i,12,0%,0.47,-0.076,-0.084,0.32,-0.08,1271,i
CCOC(=O)c1cncc(C#CCO)c1,5%,x,x,x,-1.5,1108,-6%,x,x,-4%,-0.65,-0.23,-0.36,0.92,0.24,1436,i
CCCCC(=O)Nc1sc2c(c1-c1nc3ccccc3s1)CCN(C(C)=O)C2,32%,2.3,7.1,38,3.7,1130,-17%,i,-4,8%,-0.43,0.93,0.16,-0.32,0.32,1883,i
COC(=O)c1c(-c2ccc(C)cc2)csc1NC(=S)NC(=O)c1cc(OC)cc(OC)c1,4%,1.8,3.2,9.5,-0.4,995,12%,i,6,-10%,-0.65,-0.21,-0.48,0.53,0.82,1508,i
CCN1CCN(C(=O)c2sc3nc(C)nc(N4CCC(C)CC4)c3c2C)CC1,2%,4.3,1.9,10,1.2,914,-5%,i,-10,5%,-0.63,-0.11,0.061,0.48,-0.72,1100,i
O=C(Nc1ccc(F)cc1)Nc1ccc(N2CCCC2)c(S(=O)(=O)Nc2ccccc2Cl)c1,x,5.2,3.8,2.2,3.7,505,x,i,5,-5%,0.68,-0.22,0.23,-0.29,x,x,i
